ATG4B inhibitor: inhibitors of human ATG4B cysteine protease; 340,000 tested, 0.51% active; Q9Y4P1; AID 504462; inhibition, % at 8.33 µM; ATG4B cleavage of LC3-PLA2, NBD-HPC fluorescence, 1 h; in the data active = inhibition above about 40%
Target sequence (Q9Y4P1 whole entry, looked up): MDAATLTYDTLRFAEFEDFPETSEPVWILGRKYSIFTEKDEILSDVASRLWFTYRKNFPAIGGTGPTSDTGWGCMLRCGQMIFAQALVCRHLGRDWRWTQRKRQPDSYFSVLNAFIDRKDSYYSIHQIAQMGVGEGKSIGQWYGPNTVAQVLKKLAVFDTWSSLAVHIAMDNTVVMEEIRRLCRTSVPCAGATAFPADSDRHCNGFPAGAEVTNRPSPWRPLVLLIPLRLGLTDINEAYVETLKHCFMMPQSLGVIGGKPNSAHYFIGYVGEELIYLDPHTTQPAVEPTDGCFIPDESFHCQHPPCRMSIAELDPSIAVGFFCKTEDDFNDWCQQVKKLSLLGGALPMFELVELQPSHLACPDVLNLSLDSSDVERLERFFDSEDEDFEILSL
MPTP block: permeability transition pore inhibition; isolated mouse mitochondria, Ca2+ swelling absorbance, 30 min; inhibition, % at 10 µM; 360,000 tested, 1.4% active; AID 602449;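 active = inhibition of 50% or more, scaled per plate between neutral and stimulator controls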;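 note: 0% = DMSO wells given calcium and 100% = 1 mM EGTA wells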
mIAP act: mouse IAP activation; muIAP, CDP-Star luminescence, 30 min; stronger effect = higher value; 1 = vehicle-only enzyme signal, 0 = enzyme-free wells; activation factor at 10 µM; 330,000 tested, 0.24% active;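 active = activation factor of at least 2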; note: the source names both 10 and 20 µM as test concentration; values of inactives mirror those of a sister screen read the other way
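Assay system: mouse IAP enzyme; reagent: chemiluminescent substrate CDP-Star; dosing: test compounds delivered from DMSO solution; schedule: 30 min at room temperature; measured by: luminescence from enzymatic CDP-Star hydrolysis; controls: DMSO-only wells and no-enzyme negative control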
APOBEC3A inh: blocks human APOBEC3A ssDNA deamination | recombinant A3A, FAM/TAMRA ssDNA deamination fluorescence | inhibition, % at 20 µM | 330,000 tested, 0.41% active | AID 493011;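 active = at least 40% inhibition at 20 µM here, with at most 30% in a related deaminase screen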;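 note: plate controls were A3A with DMSO for no effect and wells lacking A3A enzyme for full effect; some results filed as inactive read as strong as hits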
APOBEC3G inh: inhibitors of human APOBEC3G DNA deaminase; 330,000 tested, 0.28% active; inhibition, % at 20 µM; recombinant A3G, ssDNA deamination FAM/TAMRA fluorescence; Q9HC16; AID 493012;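 active = inhibition of at least 40% at 20 µM, with no more than 30% in the related APOBEC3A deaminase screen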;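 note: plate controls were DMSO wells with A3G for no effect and wells lacking A3G enzyme for full effect; some compounds called inactive have numbers as strong as hits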
hIAP act: increases human intestinal alkaline phosphatase activity; purified human IAP, CDP-Star luminescence, 30 min; stronger effect = higher value; 1 = vehicle-only enzyme, 0 = enzyme-free background; 330,000 tested, 0.16% active; activation factor at 10 µM; P09923;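 active = activation factor of the enzyme at least 2-fold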; note: the source names both 10 and 20 µM as test concentration; values of inactives mirror those of a sister screen read the other way
Target sequence (P09923 whole entry, looked up): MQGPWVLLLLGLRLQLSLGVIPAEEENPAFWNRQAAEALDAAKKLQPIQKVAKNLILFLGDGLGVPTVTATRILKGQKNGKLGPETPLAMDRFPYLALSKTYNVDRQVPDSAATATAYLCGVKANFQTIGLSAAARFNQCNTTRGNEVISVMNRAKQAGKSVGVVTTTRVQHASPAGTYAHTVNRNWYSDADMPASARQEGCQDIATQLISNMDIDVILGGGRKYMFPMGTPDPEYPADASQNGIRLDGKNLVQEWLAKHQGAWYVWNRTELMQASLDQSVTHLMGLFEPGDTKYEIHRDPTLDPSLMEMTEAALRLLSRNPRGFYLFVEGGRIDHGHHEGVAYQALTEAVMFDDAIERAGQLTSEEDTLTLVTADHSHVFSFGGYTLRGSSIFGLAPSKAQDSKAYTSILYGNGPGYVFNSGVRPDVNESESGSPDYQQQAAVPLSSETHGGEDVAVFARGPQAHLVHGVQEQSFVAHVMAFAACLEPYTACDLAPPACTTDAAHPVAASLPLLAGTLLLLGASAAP
mIAP inh: blocks mouse intestinal alkaline phosphatase | inhibition, % at 10 µM | AID 2806 | purified mouse IAP, CDP-Star luminescence, 30 min | 330,000 tested, 0.2% active;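 active = inhibition of at least 40% at 10 µM in the primary screen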;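 note: plate controls were DMSO with enzyme for no effect and no enzyme wells for full effect; values of inactives mirror those of a sister screen read the other way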
hIAP block: human IAP inhibition | AID 2544 | purified IAP, CDP-Star luminescence, 30 min | inhibition, % at 10 µM | 330,000 tested, 0.12% active | P09923;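 active = inhibition reaching a set limit with compound at 10 µM in the primary screen, cut at about 35% in these data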;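 note: plate controls were DMSO wells with enzyme for no effect and no-enzyme buffer wells for full effect; values of inactives mirror those of a sister screen read the other way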
beta cell repl: inducers of beta-cell replication in MIN6 cells; MIN6 cells proliferation, ATPlite luminescence, 48 h; cells starved in 0.2% serum; 100% = growth in 10% serum; proliferation, % at 10 µM; 330,000 tested, 0.29% active;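 active = compounds whose signal lies at least 3.5 SD above the mean of all wells on their plate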;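 note: 0% = DMSO-treated cells in low-serum medium and 100% = 10% serum control; some compounds called inactive have numbers as strong as hits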
* marks the source's active call; other numbers are inactive results; . = no result given.

SMILES	ATG4B inhibitor	MPTP block	mIAP act	APOBEC3A inh	APOBEC3G inh	hIAP act	mIAP inh	hIAP block	beta cell repl
CC(C)C[C@H](NC(=O)OC(C)(C)C)c1n[nH]c(=S)n1N	-8	1.4	1	-7	21	0.95	-5	5	-5
C#CCOc1ccccc1/C=N/NC(=O)c1ccccc1OCc1ccccc1	5	-2.3	0.94	-2	-4	1.2	6	-18	1
CN(C(=O)c1ccc(NC(=O)Cc2ccc(NC(=O)C3CCN(C(=O)C4CCCCC4)CC3)cc2)cc1)C1CC1	-1	-0.2	1.2	-2	-7	1	-18	-4	-4
CCOc1ccccc1NC(=O)CN(c1nccs1)S(=O)(=O)c1ccc(N)cc1	-12	-2.1	1	5	0	0.96	-1	4	4
Cc1ccc2nc(C(F)OC(F)(F)F)[nH]c2c1 (stereo not drawn)	7	0.1	0.98	-2	-4	0.96	2	4	-3
CCOc1cc(C(C(=O)NCC2CCCO2)N(C(=O)Cn2nnc3ccccc32)c2ccc(NC(C)=O)cc2)ccc1O (stereo not drawn)	-1	-1.1	0.93	-4	-4	1	7	0	-3
O=C(Nc1cccnc1)/C(N=Nc1ccc(Cl)c(C(F)(F)F)c1)=C(\O)c1ccccc1	4	49	0.96	-1	-7	1	4	-2	-3
CN(C)c1nc(C(=O)O)nc(N2CCOCC2)n1	1	1.1	1	2	-6	1	-3	0	0
O=C(NCCNC(=O)c1cnccn1)c1ccc(Cl)c(Cl)c1	3	0.4	0.89	-2	-4	0.95	11	5	0
CCOc1ccccc1NC(=O)NCc1ccc2c(c1)OCO2	6	-0.5	1.1	1	-1	0.86	-11	14	-2
Cc1ccc(S(=O)(=O)N2CCOCC2)cc1C(=O)NCc1cn2ccsc2n1	-2	-0.4	1	-2	-10	0.98	-3	2	0
Cc1oc2c(c(C)cc3oc(=O)c(CC(=O)N[C@@H](CC(C)C)C(=O)O)c(C)c32)c1C	10	0.8	0.97	-1	-4	1	3	0	-4
COC(=O)CC1C(=O)NCCN1C(=S)Nc1ccccc1Cl (stereo not drawn)	6	0.7	1.2	-2	-7	1.1	-16	-15	-3
CC(C)CC(NC(=O)C(CO)NC(=O)C1CCC(=O)N1)C(N)=O (stereo not drawn)	-3	0.0	0.9	-1	-6	0.99	10	1	2
CCOC(=O)C(=O)C1=C(N2CCOCC2)/C(=C\c2ccc(F)cc2)CC1	5	1.7	0.96	-9	-6	1.2	4	-20	-2
Cc1c(-c2cccc(Cl)c2)nc2ccccc2c1C(=O)OCC(=O)N(C)C1CCS(=O)(=O)C1 (stereo not drawn)	-12	-0.7	0.97	2	7	0.89	3	11	-2
COC(=O)c1cc(C#N)c(=O)[nH]c1C	1	3.2	0.96	1	-3	0.92	4	8	-2
Oc1ccc(Br)cc1-c1ccn[nH]1	-3	3.0	0.97	-1	1	1.4	2	-38	0
CCn1c(C)nc2cc(C(=O)NN=Cc3ccc([N+](=O)[O-])cc3)ccc21	-2	1.5	1.1	1	0	1.1	-10	-8	-2
COC(=O)CC/C(=N/Nc1ccc(Cl)c(Cl)c1)C(=O)OC	-12	0.5	1	-2	-8	1.1	-3	-10	4
Cc1c(Cc2ccccc2)c(=O)oc2cc(OCc3nn[nH]n3)ccc12	13	0.5	0.89	0	-1	0.86	11	14	0
CCOC(=O)c1ccc(NC(=O)Nc2cccc(C)n2)cc1	0	4.6	1	-2	-6	1.1	-2	-5	-1
COC(=O)c1[nH]c2cc(C)ccc2c1NC(=O)CN1CCN(C(=O)c2ccco2)CC1	-3	-0.3	0.99	1	-4	0.99	1	1	2
Cc1cc(NC(=O)CSc2nc(-c3ccco3)cc(C(F)(F)F)n2)no1	-10	6.0	1.1	1	-2	0.91	-6	9	-2
CCCCOc1ccc(C(=O)Nc2cccc(-n3cnnn3)c2)cc1OC	0	-1.3	1	-7	-6	1.3	-3	-26	0
CC(=O)c1cccc(NC(=O)c2ccc3c(=O)n4c(nc3c2)CCCCC4)c1	-1	-0.1	1.2	-4	-1	1.2	-15	-20	-2
COCCNC(=O)c1onc(CSc2cccc(Cl)c2)c1C(=O)O	0	-0.2	1.1	0	-4	0.99	-6	0	-2
Cc1ccc(NC(=O)CCNS(=O)(=O)c2cccc3nsnc23)cc1F	-2	0.4	1	-2	-8	0.86	-2	14	0
N#CCCN(Cc1cccs1)C(=O)Nc1ccc(F)cc1	-8	1.2	1.1	-1	-6	1.2	-12	-20	4
O=C(/C=C/c1ccc2c(c1)OCO2)NCc1cn2cc(Cl)ccc2n1	-8	-0.2	0.92	31	-8	1	8	-3	1

No new results follow: entries from further up.
SMILES	ATG4B inhibitor	MPTP block	mIAP act	APOBEC3A inh	APOBEC3G inh	hIAP act	mIAP inh	hIAP block	beta cell repl
Oc1ccc(Br)cc1-c1ccn[nH]1	-3	3.0	0.97	-1	1	1.4	2	-38	0
CCn1c(C)nc2cc(C(=O)NN=Cc3ccc([N+](=O)[O-])cc3)ccc21	-2	1.5	1.1	1	0	1.1	-10	-8	-2
COC(=O)CC/C(=N/Nc1ccc(Cl)c(Cl)c1)C(=O)OC	-12	0.5	1	-2	-8	1.1	-3	-10	4
Cc1c(Cc2ccccc2)c(=O)oc2cc(OCc3nn[nH]n3)ccc12	13	0.5	0.89	0	-1	0.86	11	14	0
CCOC(=O)c1ccc(NC(=O)Nc2cccc(C)n2)cc1	0	4.6	1	-2	-6	1.1	-2	-5	-1
COC(=O)c1[nH]c2cc(C)ccc2c1NC(=O)CN1CCN(C(=O)c2ccco2)CC1	-3	-0.3	0.99	1	-4	0.99	1	1	2
Cc1cc(NC(=O)CSc2nc(-c3ccco3)cc(C(F)(F)F)n2)no1	-10	6.0	1.1	1	-2	0.91	-6	9	-2
CCCCOc1ccc(C(=O)Nc2cccc(-n3cnnn3)c2)cc1OC	0	-1.3	1	-7	-6	1.3	-3	-26	0
CC(=O)c1cccc(NC(=O)c2ccc3c(=O)n4c(nc3c2)CCCCC4)c1	-1	-0.1	1.2	-4	-1	1.2	-15	-20	-2
COCCNC(=O)c1onc(CSc2cccc(Cl)c2)c1C(=O)O	0	-0.2	1.1	0	-4	0.99	-6	0	-2
Cc1ccc(NC(=O)CCNS(=O)(=O)c2cccc3nsnc23)cc1F	-2	0.4	1	-2	-8	0.86	-2	14	0
N#CCCN(Cc1cccs1)C(=O)Nc1ccc(F)cc1	-8	1.2	1.1	-1	-6	1.2	-12	-20	4
O=C(/C=C/c1ccc2c(c1)OCO2)NCc1cn2cc(Cl)ccc2n1	-8	-0.2	0.92	31	-8	1	8	-3	1

Going on with the list.
SMILES	ATG4B inhibitor	MPTP block	mIAP act	APOBEC3A inh	APOBEC3G inh	hIAP act	mIAP inh	hIAP block	beta cell repl
Cc1nc2ccccc2c2oc(C(=O)NCc3ccccn3)cc12	6	-1.1	0.93	2	-6	0.89	7	11	-1
CCOc1ccc(Cl)cc1/C=N/NC(N)=O	-6	-1.2	1.1	-1	-6	1.1	-7	-12	-1
CC(C)N1CCC(NC(=O)Nc2ccc3c(c2)OCO3)CC1	-12	0.4	1	-1	-4	1	-2	-4	6
COC(=O)N1CCN(c2ccc(Cl)c(Cl)c2)CC1	8	-0.9	1	4	-1	0.91	-1	9	-3
Cc1cc(NC(=O)c2nn3cccnc3c2Cl)no1	-4	-1.0	1	-6	-6	1.1	-1	-14	-2
Cc1cccc(OCc2nnc(NC(=O)c3cccs3)s2)c1	0	3.8	1	-2	-9	0.94	0	6	-1
Cc1ccc(OC(=O)CN2C(=O)c3ccccc3C2=O)cc1C	11	-1.0	0.87	-2	-8	0.94	13	6	-4
O=C(NCc1ccco1)/C(=C\c1ccco1)NC(=O)c1ccc(Br)o1	5	1.1	0.95	8	-5	0.93	5	7	0
CCC(=O)Nc1ccc(NC(=S)NC(=O)/C=C/c2ccccc2)cc1	5	-2.5	0.98	-1	-4	0.99	2	1	1
COc1ccc(NC(=S)N(CCCN2CCCC2)Cc2cccn2Cc2ccc(Cl)cc2)cc1Cl	-8	2.8	0.96	0	-7	0.99	4	1	-6
COc1ccc(NC(=O)COC(=O)C2CCC(C(C)(C)C)CC2)c([N+](=O)[O-])c1 (stereo not drawn)	4	-1.2	0.8	3	1	0.91	20	9	-2
C=C(C)CC1N(c2cccc(OC)c2)C(=O)[C@@H]2C(C(=O)O)[C@H]3C=C[C@@]12O3 (stereo partly drawn)	-3	-0.8	1	0	0	0.94	-1	6	-1
COc1ccc(S(=O)(=O)N2CCN(CC(=O)NCCc3cccs3)CC2)cc1	1	-1.1	0.94	-5	9	1.2	6	-25	-4
CCCCCCCCCn1c2c(c(=N)c3c1CCC3)CCCC2	9	104*	1.2	-3	-7	1.6	-15	-64	-5
COc1ccc(Cl)cc1S(=O)(=O)N1CCCC(C(=O)NCc2ccccc2)C1 (stereo not drawn)	11	0.4	0.92	-3	-7	0.91	8	9	0
Cc1nc(N)c(CC(Br)CBr)c(Cl)n1 (stereo not drawn)	-8	1.4	0.99	1	0	1.2	1	-24	8.0*
Fc1cccc(Cl)c1CSc1ccc(-c2cccnc2)nn1	11	0.6	0.97	4	-4	0.93	3	7	0
CN(CCCNC(=O)c1ccc(CS(=O)c2ccc(Br)cc2)o1)Cc1ccccc1 (stereo not drawn)	-4	-1.5	0.94	-4	-6	0.92	6	8	4
CCc1nnc(NC(=O)CSc2nnc(CNc3ccc(F)cc3)n2C2CCCCC2)s1	-4	-0.8	1	-1	-3	0.99	-2	0	-1
CN(C)c1ccc(N2CN=C3SCC(=O)N3C2)cc1	-2	-0.3	0.88	-2	1	0.85	12	15	-6
O=S(=O)(Nc1ccccc1O)c1ccc(Cl)nc1	-7	1.7	0.77	4	-2	1.3	23	-34	-2
COc1ccc(NC(=O)NNC(=O)c2ccc3ccccc3c2O)cc1OC	-2	0.2	0.94	-3	15	1.1	6	-5	-2
COc1cc(/C=N/NC(=O)CCN2CCCCC2)ccc1O	2	-0.9	0.95	-4	-8	1.1	5	-7	-1
O=[N+]([O-])c1ccccc1S(=O)(=O)N(CC1CO1)c1ccccc1 (stereo not drawn)	2	-2.0	1	-5	0	0.84	-2	16	0
O=C(NCc1ccco1)c1cccc(Br)c1	-7	-0.2	1	-6	-11	1	-1	-1	-1
Cc1ccc(NC(=O)Nc2cccc([N+](=O)[O-])c2)nc1	-9	2.2	1.1	0	-5	0.82	-11	18	0
CC(C)(C)c1ccc(OC(=O)c2ccc(-n3cncn3)nc2)cc1	.	.	1.1	0	3	1.1	-6	-14	-6
COc1ccc(CNC(=O)CCc2nc3cc(S(=O)(=O)N(C)C)ccc3n2C)cc1OC	-4	-2.5	1.1	-4	-9	1.1	-8	-7	0
CCN(CCNC(=O)CN(C)S(=O)(=O)c1cccc2nsnc12)c1ccccc1	-9	1.6	1.1	-6	-3	1	-5	-2	-3
CCOc1ccc(NC(=S)NC(=O)c2cnn(CC)c2)c([N+](=O)[O-])c1	-11	-1.2	0.97	5	-1	0.8	3	20	-4
COC(=O)c1c(-c2ccccc2OC)sc2cc3c(cc12)OCO3	.	-1.7	0.96	-4	-7	0.79	4	21	-2
O=C(CSc1nnc(-c2ccncc2)n1-c1ccc(Cl)cc1)N1CCOCC1	-7	0.9	0.99	-2	-1	1.1	1	-7	-3
COc1ccc(C(=O)NNC(=S)NC(=O)c2ccc(Br)o2)cc1OC	-5	0.2	0.84	-1	-1	1.7	16	-68	-1
